GDH-TPI counter: GDH-TPI coupling enzyme inhibitors, primary screen, artefact control for M. tuberculosis FBA inhibitor project, biochemical, absorbance, full deck. GDH-TPI coupled enzyme counterscreen, NADH absorbance. inhibition, % at 4.8 µM. 360,000 compounds, 1.2% hits;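 note: 0% = DMSO wells and 100% = wells lacking the enzyme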
FadD28 binding: inhibitors of FadD28 bisubstrate probe binding, primary screen, biochemical, fluorescence polarization, single point; Mycobacterium tuberculosis FadD28 fatty-acid-AMP ligase; inhibition, % at 12.5 µM; 360,000 compounds, 0.22% hits; in the data active = inhibition above about 8.5%, passing the limit was not always enough; inconclusive = no clear call, values can overlap the other calls
BioA inh: M. tuberculosis BioA enzyme inhibitors, primary screen, biochemical, plate reader, single point, HTS. 7,8-diaminopelargonic acid synthase BioA (Mycobacterium tuberculosis). 360,000 compounds, 0.096% hits. purified M. tuberculosis BioA enzyme. inhibition, % at 9.99 µM; in the data active = inhibition above about 40%; inconclusive = no clear call, values can overlap the other calls
UGM FP inh: M. tuberculosis UGM enzyme inhibitors, primary screen, biochemical, fluorescence polarization, single point | inhibition, % at 10 µM | UDP-galactopyranose mutase (Mycobacterium tuberculosis (strain ATCC 25618 / H37Rv)), … | purified UGM, fluorescence polarization probe displacement | 320,000 compounds, 0.06% hits | AID 504406, 2011; in the data active = inhibition above about 10%, passing the limit was not always enough; inconclusive = no clear call, values can overlap the other calls
Target sequence (P9WIQ1 whole entry, looked up): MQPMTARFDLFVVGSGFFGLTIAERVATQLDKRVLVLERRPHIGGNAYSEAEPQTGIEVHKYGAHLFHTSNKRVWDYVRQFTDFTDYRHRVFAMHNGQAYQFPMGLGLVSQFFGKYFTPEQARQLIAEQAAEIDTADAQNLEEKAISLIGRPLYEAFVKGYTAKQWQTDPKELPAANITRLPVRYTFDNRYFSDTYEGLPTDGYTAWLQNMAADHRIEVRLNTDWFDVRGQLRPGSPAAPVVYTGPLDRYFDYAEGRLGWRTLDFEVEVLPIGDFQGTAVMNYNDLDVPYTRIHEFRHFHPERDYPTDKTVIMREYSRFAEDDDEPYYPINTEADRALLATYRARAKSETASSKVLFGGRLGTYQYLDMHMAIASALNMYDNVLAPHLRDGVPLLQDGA
CCHFV vOTU inh: CCHFV vOTU protease inhibitors, primary screen, biochemical, Pep-AMC substrate, fluorescence. 370,000 compounds, 0.55% hits. Crimean-Congo hemorrhagic fever virus L polyprotein viral ovarian tumor (vOTU) protease …. inhibition, % at 11.5 µM; note: 0% = vehicle wells with enzyme and 100% = no enzyme wells
PrPC TRFRET: inhibitors of human cell surface prion protein PrPC, primary screen, cell-based, TR-FRET | TR-FRET read-out | Major prion protein (Homo sapiens), P04156 | 370,000 compounds, 0.43% hits | inhibition, % at 13.8 µM; in the data active = inhibition above about 24%; note: 0% = median of the test wells and 100% = reference compound wells
BoNT-F LC inh: BoNT/F light chain protease inhibitors, primary screen, biochemical, flow cytometry, MLPCN library | Botulinum neurotoxin type F light chain protease (Clostridium botulinum) | Multiplex microsphere protease cleavage assay | inhibition, % at 10 µM | 360,000 compounds, 0.22% hits; in the data active = inhibition above about 35%, passing the limit was not always enough; inconclusive = no clear call, values can overlap the other calls; note: plate controls were buffer without enzyme for full effect and enzyme alone for no effect
FBA Mtb inh: Mtb FBA enzyme inhibitors, primary screen, biochemical, fluorescence, strain H37Rv; Fructose-bisphosphate aldolase (Mycobacterium tuberculosis (strain ATCC 25618 / H37Rv)), …; 360,000 compounds, 2.3% hits; purified M. tuberculosis FBA, fluorescence read-out; AID 588726, 2011; inhibition, % at 1 µM; in the data active = inhibition above about 27%;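 note: 0% = vehicle and 100% = reference inhibitor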
Target sequence (P9WQA3 whole entry, looked up): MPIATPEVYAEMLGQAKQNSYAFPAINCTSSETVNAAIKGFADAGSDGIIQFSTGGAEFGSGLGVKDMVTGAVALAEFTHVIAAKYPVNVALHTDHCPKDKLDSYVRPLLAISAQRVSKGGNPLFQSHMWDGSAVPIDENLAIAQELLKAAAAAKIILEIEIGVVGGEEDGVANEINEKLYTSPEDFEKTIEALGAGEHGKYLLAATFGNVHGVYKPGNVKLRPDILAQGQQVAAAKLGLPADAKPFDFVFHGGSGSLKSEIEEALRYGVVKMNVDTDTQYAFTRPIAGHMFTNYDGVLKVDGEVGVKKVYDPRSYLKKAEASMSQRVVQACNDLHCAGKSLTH
BoNT-A LC inh2: BoNT/A light chain protease inhibitors, primary screen, biochemical, flow cytometry, MLPCN library; inhibition, % at 10 µM; AID 588499, 2011; Botulinum neurotoxin type A light chain protease (Clostridium botulinum A str. ATCC 3502); multiplex microsphere protease substrate cleavage; 360,000 compounds, 0.17% hits; in the data active = inhibition above about 30%; inconclusive = no clear call, values can overlap the other calls; note: plate controls were buffer without enzyme for full effect and enzyme alone for no effect
* hit, by the source's call; u = inconclusive; x = no result given. Cut-off read from the data, not from the text of the source, unless noted: active = inhibition above about 30%; inactive = the rest.

SMILES	GDH-TPI counter	FadD28 binding	BioA inh	UGM FP inh	CCHFV vOTU inh	PrPC TRFRET	BoNT-F LC inh	FBA Mtb inh	BoNT-A LC inh2
Cc1cccc(NC(=O)CSCC(=O)Nc2cc(C(F)(F)F)ccc2N2CCOCC2)c1	0.4	-10.3	1.8	x	11.1	8.7	-5.7	-3.4	-0.5
Cc1ccc(C)c(OCCC(=O)NCCc2ccc(F)cc2)c1	1.0	-0.8	0.8	0.0	14.0	1.4	-0.9	1.6	1.9
CCOc1ccccc1NC(=O)COc1ccc2ccc(=O)oc2c1	7.4	-2.6	0.9	0.5	0.9	3.4	-19.6	-0.8	-2.8
CC(C)(C)c1ccc(OCC(O)CS(=O)(=O)c2ccccn2)cc1 (configuration not stated)	6.2	-0.6	0.4	-2.1	5.7	4.7	0.1	-2.8	0.6
Cc1ccc(CN(c2ccc(C(=O)NCC3CCCO3)cc2)S(C)(=O)=O)cc1 (configuration not stated)	-1.9	-0.6	0.7	0.2	6.6	-0.9	0.7	2.4	-0.5
O=C(OCC(=O)N1CCCC1)c1cc2c(cc1[N+](=O)[O-])OCCO2	5.1	-1.8	-1.0	-1.2	-1.6	-8.1	-3.5	1.4	-0.4
C/C(=N\Nc1nc2c(s1)CCCC2)c1ccc(Cl)cc1	10.4	-1.5	-5.5	2.1	6.1	-1.9	-24.4	3.3	-1.1
O=C(/C=C/c1ccco1)NCC1CCCO1 (configuration not stated)	4.2	-0.8	-0.7	-0.8	3.2	-2.4	7.5	3.8	0.7
CC(=O)c1ccc(-n2nncc2C(C)(C)C)cc1	3.7	-1.3	x	2.5	-0.1	-4.8	2.1	-1.0	1.0
CCOC(=O)Nc1sc(C)nc1-c1ccccc1	8.5	-0.5	-1.0	-1.1	-6.8	1.4	-5.8	4.0	-1.3
O=C(CSc1ccc(Cl)cc1)Nn1cnnc1	-4.2	-0.4	-4.3	0.5	0.2	-4.5	-8.8	1.0	1.0
O=c1c2ccccc2nc(Cc2ccccc2)n1-c1ccccc1	-8.6	-3.4	3.9	3.7	0.3	1.1	-2.4	-0.7	-1.4
COc1ccccc1CNC(=O)c1cnc2sccn2c1=O	36.5*	-1.8	7.5	0.7	-0.3	-3.0	-1.4	0.0	-0.2
O=C(Nc1ccccc1Cl)c1cccc(NC(=O)c2cccs2)c1	2.1	-11.9	2.7	-0.8	9.2	5.1	-2.9	-1.9	-5.8
COC(=O)c1c(NC(=O)c2ccnn2C)sc(C)c1C	0.8	-0.7	-2.9	2.8	0.9	-4.6	10.2	0.9	0.2
COc1nnc(-c2ccc(C)c(S(=O)(=O)NC(C)C)c2)c2ccccc12	0.7	x	3.3	-1.3	-2.1	1.8	-10.2	0.3	-1.0
COc1ccccc1CN1CC(C(=O)NCCc2ccccc2Cl)CCC1=O (configuration not stated)	-1.9	-4.7	0.9	1.0	11.0	0.4	0.8	0.8	-0.3
Cc1cc(C)n2nc(SCn3nnc4ccccc4c3=O)nc2n1	3.3	0.6	0.1	0.4	-0.2	-5.5	16.7	1.5	-0.4
Cc1nn(S(=O)(=O)N2CCCCC2)c(C)c1Br	18.3	-0.7	0.1	-1.4	4.4	5.8	6.7	-0.7	1.4
O=C(c1ccc2oc(CCc3ccccc3)nc2c1)N1CC[C@H](O)C1	3.5	-1.0	-0.3	1.6	11.8	9.6	4.1	2.7	3.1
COc1cc(OC)cc(-c2nc3ccccc3c(=O)n2OC(=O)c2ccc(Br)cc2)c1	8.6	-3.2	x	0.2	10.4	8.0	-0.7	-0.4	-1.0
COc1ccc(CSc2nnc(NC(C)=O)s2)cc1[N+](=O)[O-]	10.5	-1.3	x	x	-8.4	-2.8	-2.5	1.6	0.1
COc1ccc(-n2nnnc2SC(C)C(=O)NC2CCCC2)cc1 (configuration not stated)	4.8	-4.4	-1.7	-1.9	1.7	6.4	-5.4	-0.5	0.3
CC12CCC(C(=O)N(CSC(=S)N/N=C\c3ccccc3O)C1=O)C2(C)C (configuration not stated)	19.0	0.7	0.8	-0.6	17.3	1.7	7.0	1.2	0.6
O=C(OC1CCN(c2ncc(C(F)(F)F)cc2Cl)CC1)c1ccccc1	1.9	-0.6	1.0	-1.0	3.0	-1.1	-0.2	1.7	0.7

Reprinted from the part before: two compounds, then new ones.
SMILES	GDH-TPI counter	FadD28 binding	BioA inh	UGM FP inh	CCHFV vOTU inh	PrPC TRFRET	BoNT-F LC inh	FBA Mtb inh	BoNT-A LC inh2
CC12CCC(C(=O)N(CSC(=S)N/N=C\c3ccccc3O)C1=O)C2(C)C (configuration not stated)	19.0	0.7	0.8	-0.6	17.3	1.7	7.0	1.2	0.6
O=C(OC1CCN(c2ncc(C(F)(F)F)cc2Cl)CC1)c1ccccc1	1.9	-0.6	1.0	-1.0	3.0	-1.1	-0.2	1.7	0.7
N#CC1=C(N)N=C(SCc2cccc3ccccc23)C(C(N)=O)C12CCCCC2 (configuration not stated)	-0.9	-6.8	-1.0	0.4	11.7	-0.5	-12.4	0.9	-0.4
Nc1nc2c(nc(Br)n2[C@@H]2O[C@@H]3COP(=O)(O)O[C@H]3[C@H]2O)c(=O)[nH]1	3.4	-1.1	1.0	1.2	-0.3	7.0	-18.7	-0.4	-0.3
Cc1ccccc1NC(=O)NCCCN1CCN(C2CCCCC2)CC1	13.6	-1.0	-1.4	0.3	3.9	2.1	-3.8	4.7	0.4
O=C(Nc1ccccc1)C1CC2CCC1C2 (configuration not stated)	-10.1	-2.6	0.3	2.3	-11.1	6.1	u	-7.6	-6.8
COc1cc(NC(=O)C2CC(c3c(F)cccc3Cl)=NO2)c(OC)cc1Cl (configuration not stated)	5.9	1.1	0.1	0.8	0.9	-6.7	-0.6	-1.0	0.3
O=[N+]([O-])c1ccc(N2CCCCC2)cc1	6.1	-4.3	-0.4	3.0	9.8	-6.4	x	-7.0	x
O=C(NCc1ccc(OC(F)(F)F)cc1)C1CC(c2ccc(C(F)(F)F)cc2)=NO1 (configuration not stated)	14.3	-2.6	0.7	-0.7	17.4	9.5	-5.9	0.5	-0.4
COCCCNC(=O)C(Cc1ccccc1)NS(=O)(=O)c1ccc2c(c1)c(=O)n(C)c(=O)n2C (configuration not stated)	-0.3	0.3	x	-1.4	-2.5	0.2	51.7*	1.9	6.0
COc1ccc(OC)c(CNC(=O)CCNC(=O)Cn2ccc3ccccc3c2=O)c1	8.7	0.7	0.6	-0.5	4.0	7.4	3.5	-0.1	0.9
COC(=O)c1ccc(NS(=O)(=O)c2ccc(Cl)cc2)o1	-2.2	-0.6	-0.8	1.1	-3.7	3.9	-5.7	2.5	0.4
CCC(C)(C)n1nnnc1C(c1cc2ccc(OC)cc2[nH]c1=O)N1CCc2ccccc2C1 (configuration not stated)	12.9	-4.4	-0.4	-1.0	-9.3	-8.1	-2.2	1.0	0.9
COC1=CC(=O)CC(C)C12Oc1cc(OC)cc(OC)c1C2=O (configuration not stated)	6.9	3.0	0.1	5.5	-4.1	0.2	-8.2	5.9	-0.6
COc1cc(C(NC(C)=O)NC(C)=O)ccc1OCc1ccccc1	-5.4	-4.6	x	-6.0	-8.1	2.2	-1.0	-3.8	-0.4
O=c1c2c(nc(NCCO)n1CC1CCCCC1)-c1ccccc1CC21CCCC1	12.0	-2.7	4.2	1.2	-12.3	6.7	x	42.9*	x
O=C(COC(=O)c1ccc(S(=O)(=O)NCc2ccco2)cc1)NCC1CCCCC1	5.3	-0.4	-2.2	-0.9	11.1	8.0	-9.5	2.2	-1.0
O=C(NC(=S)N1CCCC1)c1ccccc1Cl	-7.1	-2.5	-0.3	-0.4	18.3	-2.8	1.1	2.8	-1.7
Cc1ccc(SCc2nc3ccccc3[nH]2)cc1	7.6	-3.0	1.2	-2.1	-2.7	-0.8	2.8	1.2	4.2
COCCNC(=O)c1ccc2c(Cl)c3c(nc2c1)CCC3	8.2	0.3	0.6	1.7	19.9	-6.2	0.6	2.6	3.0
COc1ccc(-c2sc3ccc(OC)cc3c2-c2ccc(OC)c(F)c2)cc1	16.6	-2.0	-1.2	4.2	-4.0	-7.7	11.2	0.5	-0.3
Cn1c(=O)oc2cc(S(=O)(=O)N3CCc4ccccc4C3)ccc21	-2.0	-2.9	-1.6	-1.2	x	x	-9.2	0.3	-0.6
Cc1nc2cc(NC(=O)c3ccc(Br)s3)ccc2s1	-4.8	-3.3	-0.8	4.8	-3.3	4.7	5.2	-2.4	1.4
COCCNCC(=O)NC12CC3CC(CC(C3)C1)C2	-18.6	-4.5	0.6	0.9	0.9	2.5	-8.6	-1.5	0.0
Cc1cc(C)c(CN2CCC(CO)(CCOc3ccccc3)CC2)cc1C	0.6	-2.2	-2.9	1.2	6.0	2.6	-3.1	1.3	0.7
COc1ccc(S(=O)(=O)NCc2cccnc2)cc1OC	-2.5	-0.7	0.9	-2.1	2.3	-11.3	-6.4	-0.9	1.5
CCn1c(CN2CCN(c3cccc(C)c3C)CC2)n[nH]c1=S	4.3	0.9	x	-3.5	-0.4	2.1	-5.0	4.5	-0.2

Taken from above:
In BoNT-A LC inh2, COCCNC(=O)c1ccc2c(Cl)c3c(nc2c1)CCC3 has the entry 3.0
In GDH-TPI counter, O=C(NCc1ccc(OC(F)(F)F)cc1)C1CC(c2ccc(C(F)(F)F)cc2)=NO1 (configuration not stated) has the entry 14.3
In BioA inh, O=C(NC(=S)N1CCCC1)c1ccccc1Cl has the entry -0.3
In CCHFV vOTU inh, COc1ccc(-c2sc3ccc(OC)cc3c2-c2ccc(OC)c(F)c2)cc1 has the entry -4.0
In BioA inh, Cc1ccc(SCc2nc3ccccc3[nH]2)cc1 has the entry 1.2

The list goes on.
SMILES	GDH-TPI counter	FadD28 binding	BioA inh	UGM FP inh	CCHFV vOTU inh	PrPC TRFRET	BoNT-F LC inh	FBA Mtb inh	BoNT-A LC inh2
CCc1ccc(C(C)NC(=O)c2ccc3c(c2)OCO3)cc1 (configuration not stated)	5.3	-3.7	-2.2	-1.5	-11.7	5.5	-8.1	-0.5	-3.3
CC(=O)N1CCN(c2ccc(NC(=O)c3ccc([N+](=O)[O-])cc3Cl)cc2)CC1	8.5	-1.8	-0.8	-1.7	-12.3	-29.5	u	-0.6	-0.7
CC(C)CN(C(=O)C(C)N1C(=O)c2ccccc2C1=O)c1c(N)n(Cc2ccccc2)c(=O)[nH]c1=O (configuration not stated)	-1.4	-5.1	-1.2	0.0	1.5	2.4	9.5	-0.5	1.5
CCOc1ccc(CCNC(=O)COc2cc(=O)n(C)c3ccccc23)cc1OCC	8.6	-4.3	x	2.9	3.5	3.5	3.6	-5.1	0.3
C1=C(C(c2nnnn2C2CCCCC2)N2CCCCC2)COc2ccccc21 (configuration not stated)	1.1	-0.4	6.9	-0.5	2.4	5.7	1.5	-0.4	1.1
CC(=O)Nc1cccc(-c2csc(C(O)c3ccc(F)c(F)c3)n2)c1 (configuration not stated)	-8.0	-4.9	11.9	x	3.3	6.8	-4.4	-2.0	0.0
O=C(CN(Cc1ccc(Cl)cc1)C(=O)c1csnn1)NCc1ccc(F)cc1	-2.3	-3.5	0.9	2.9	0.6	-2.7	6.8	-0.4	-3.7
C/C(CC(=O)NC(C)(C)C)=N\NC(=O)c1ccccc1N	4.5	-3.0	x	1.0	-15.9	0.4	-1.0	3.4	-0.1
CC(=O)OCC1=C(C(=O)OC(C)(C)C)N2C(=O)[C@@H](NC(=O)Cc3ccccc3)[C@H]2SC1	10.9	-0.3	-0.6	x	11.1	6.8	-5.4	-2.7	-0.1
CC(C)C(=O)NCCc1nc(-c2ccc(Cl)cc2)no1	-1.8	-0.4	0.6	0.1	-0.8	7.0	2.8	2.4	-0.1
O=C(O)c1nn(Cc2csc(-c3ccccc3)n2)c(=O)c2ccccc12	3.5	-1.7	-2.8	-0.3	3.5	7.9	-17.8	-0.9	-3.5

Screening data: PubChem, several laboratories
